RNase H inhibition: RNase H inhibition, HIV 1 Gag Pol polyprotein, FRET biochemical assay, screening (AID 372); inhibition, % at 10 µM; hits with a dose series show IC50 in µM; HIV-1 RT RNase H, FRET RNA/DNA substrate fluorescence; higher % means a stronger effect; 100,000 tested, 0.77% active; in the data active means inhibition above about 50%
* hit, by the source's call. These rows are one share of the data; rates above refer to the full screens.

SMILES	RNase H inhibition
Oc1ccccc1N=Cc1ccc(Cl)cc1	0%
CCC(C)OC(=O)C1=C(C)NC2=C(C(=O)CC(c3ccc(Cl)cc3)C2)C1c1ccccc1OCc1ccccc1 (stereo not drawn)	22%
Cc1ccccc1C(=O)Nc1cccc(NC(=O)COc2ccc(Cl)cc2Cl)c1	15%
Cc1ccc(S(=O)(=O)N/N=C/c2ccc(OS(=O)(=O)c3ccc([N+](=O)[O-])cc3)cc2)cc1	9%
CC1=C(C(=O)OC2CCCCC2)C(c2ccc(Br)cc2)C2=C(CCCC2=O)N1 (stereo not drawn)	16%
COc1ccccc1C(=O)NNC(=O)CCN1C(=O)/C(=C/c2ccc(C)cc2)SC1=S	35%
O=CNC1CCCc2c1[nH]c1ccc(Br)cc21 (stereo not drawn)	7%
Cc1cc(C)nc(SCc2c(C)c(C)c(Br)c(C)c2C)n1	23%
CN(C(=O)c1ccc(Cl)cc1Cl)c1ccccc1	1%
COC(=O)C1=C(C)N(CC2CCCO2)C(=O)/C1=C\c1ccc([N+](=O)[O-])cc1 (stereo not drawn)	15%
COc1ccc(CCNC(=O)C(=O)Nc2ccc(C(C)C)cc2)cc1OC	2%
N#Cc1ccc(Oc2ccc(C#N)cc2)cc1	0%
CC(=O)Nc1ccccc1NC(=O)COc1ccc(Br)c(C)c1	5%
O=C1CC(c2ccccc2)CC(O)=C1C=NCC1CCCO1 (stereo not drawn)	4%
COc1ccc(N(CC(=O)Nc2c(C)cccc2C)S(=O)(=O)c2ccc(C)c([N+](=O)[O-])c2)cc1	27%
Cc1cccc(NC(=O)/C(C#N)=C\c2cc(C)n(-c3sc4c(c3C#N)CCCC4)c2C)c1	4%
CCOC(=O)C1=C(C)NC2=C(C(=O)CCC2)C1c1cccc([N+](=O)[O-])c1 (stereo not drawn)	11%
Cc1cccc(N2C(=O)SC(Nc3ccc(I)cc3)C2=O)c1 (stereo not drawn)	10%
O=C(N/N=C/C=C/c1ccccc1[N+](=O)[O-])c1cc(-c2ccccc2)n[nH]1	13%
COc1cc(NC(=O)c2cc(Cl)ccc2OC)ccc1NC(=O)c1ccco1	2%
O=C1CC2c3ccccc3C1C1C(=O)N(c3cccc(Br)c3)C(=O)C21 (stereo not drawn)	0%
Cc1ccc(C(=O)Nc2ccc3c(c2)C(=O)c2ccccc2C3=O)cc1[N+](=O)[O-]	41%
O=C(N/N=C/c1cc2c(cc1[N+](=O)[O-])OCO2)c1ccccn1	0%
C/C(=N\N1CCN(Cc2cccc3ccccc23)CC1)c1ccc(O)cc1	22%
CCOc1cc(/C=C2/SC(=S)NC2=O)cc(Br)c1OCCOc1cccc(OC)c1	10%
O=C(Nc1cc(Cl)cc(Cl)c1)c1ccccc1	8%
COc1cccc(CN2CCN(C(=O)C(c3ccccc3)c3ccccc3)CC2)c1	10%
COC(=O)Cn1c2c(c3cc(C)ccc31)CCCC2=NCc1ccccc1	11%
N/C(=N\OC(=O)c1ccco1)c1ccc([N+](=O)[O-])cc1	0%
Cc1cc(=O)[nH]c(N(C)Cc2ccccc2)n1	2%
O=C(Oc1ccc2c(c1)oc(=O)c1ccccc12)c1ccc(F)cc1	5%
Cc1ccc(S(=O)(=O)Oc2ccc(Br)cc2/C=C(\C#N)C(N)=O)cc1	8%
CCN(Cc1ccccc1)S(=O)(=O)c1ccc(F)cc1	4%
O=C(CSc1cccc2cccnc12)Nc1nnc(-c2ccccc2)s1	12%
COc1ccc(C2NC(=O)C(C)S2)cc1 (stereo not drawn)	0%
CC1(C)CC(=O)C(c2c[nH]c3ccccc23)C(=O)C1	11%
CC(Oc1ccc(Br)cc1)C(=O)N/N=C/c1ccc(N(C)C)cc1 (stereo not drawn)	8%
Cc1ccc(CN2CCN(N=Cc3ccccc3Br)CC2)c(C)c1	10%
COc1ccc(C(=O)Nc2nc(C)c(C)s2)cc1OC	0%
CCC(=O)c1ccc(N2CCN(S(=O)(=O)c3ccccc3)CC2)c(F)c1	0%
C=CCc1ccc(OCCOCCOc2ccc(C(=O)OC)cc2)c(OC)c1	13%
O=C1CCSc2nc(-c3cccc([N+](=O)[O-])c3)nn21	10%
CCCOC(=O)C1=C(C)NC2=C(C(=O)CCC2)C1c1ccc(OC)c(Br)c1 (stereo not drawn)	13%
Cc1ccc(-n2c(SCCc3ccccc3)nc3c(c2=O)C2(CCCCC2)Cc2ccccc2-3)cc1	15%
O=C(Nc1ccc(S(=O)(=O)Nc2nccs2)cc1)c1cc(-c2cccs2)nc2ccccc12	13%
CNC(C)(C)/C(=N/O)c1ccccc1	9%
O=C(Nc1cccc([N+](=O)[O-])c1)C(Cc1ccccc1)N1C(=O)c2cc(Cl)c(Cl)cc2C1=O (stereo not drawn)	17%
O=C1NC(=O)C(=Cc2ccc(OCCOc3ccccc3)cc2)C(=O)N1	10%
Cc1c(Cl)cccc1NC(=S)NC(=O)c1cccs1	0%
COC(=O)c1cnn2c(C(F)(F)F)cc(-c3cc(OC)c(OC)c(OC)c3)nc12	3%
Additional compounds
SMILES	RNase H inhibition
Cc1c(Cl)cccc1NC(=O)c1ccc([N+](=O)[O-])cc1Cl	8%
O=C(O)c1cc(C23CC4CC(CC(C4)C2)C3)nc2ccc(Br)cc12	2%
COc1cccc(CN2CCN(C(=O)C(c3ccccc3)c3ccccc3)CC2)c1OC	16%
Nc1nnc(-c2ccccc2-c2nnc(N)s2)s1	0%
Cc1cc(C)nc(NC(=O)c2cc(-c3ccc(C)s3)nc3ccccc23)c1	0%
C=CCN1C(=O)/C(=C\c2ccc(-c3cccc(Br)c3)o2)SC1=S	5%
O=C(CCc1ccccc1)Nc1cc(Cl)ccc1Cl	1%
O=C(Nc1ccccc1[N+](=O)[O-])c1ccc(Oc2ccc([N+](=O)[O-])cc2)cc1	9%
CCOC(=O)c1ccc(NC(=O)/C=C/c2ccccc2Cl)cc1	18%
O=C(CCC1C(=O)OCN1C(=O)OCc1ccccc1)ONc1ccc([N+](=O)[O-])cc1 (stereo not drawn)	8%

26 successive entries already listed, for reference:
SMILES	RNase H inhibition
CCN(Cc1ccccc1)S(=O)(=O)c1ccc(F)cc1	4%
O=C(CSc1cccc2cccnc12)Nc1nnc(-c2ccccc2)s1	12%
COc1ccc(C2NC(=O)C(C)S2)cc1 (stereo not drawn)	0%
CC1(C)CC(=O)C(c2c[nH]c3ccccc23)C(=O)C1	11%
CC(Oc1ccc(Br)cc1)C(=O)N/N=C/c1ccc(N(C)C)cc1 (stereo not drawn)	8%
Cc1ccc(CN2CCN(N=Cc3ccccc3Br)CC2)c(C)c1	10%
COc1ccc(C(=O)Nc2nc(C)c(C)s2)cc1OC	0%
CCC(=O)c1ccc(N2CCN(S(=O)(=O)c3ccccc3)CC2)c(F)c1	0%
C=CCc1ccc(OCCOCCOc2ccc(C(=O)OC)cc2)c(OC)c1	13%
O=C1CCSc2nc(-c3cccc([N+](=O)[O-])c3)nn21	10%
CCCOC(=O)C1=C(C)NC2=C(C(=O)CCC2)C1c1ccc(OC)c(Br)c1 (stereo not drawn)	13%
Cc1ccc(-n2c(SCCc3ccccc3)nc3c(c2=O)C2(CCCCC2)Cc2ccccc2-3)cc1	15%
O=C(Nc1ccc(S(=O)(=O)Nc2nccs2)cc1)c1cc(-c2cccs2)nc2ccccc12	13%
CNC(C)(C)/C(=N/O)c1ccccc1	9%
O=C(Nc1cccc([N+](=O)[O-])c1)C(Cc1ccccc1)N1C(=O)c2cc(Cl)c(Cl)cc2C1=O (stereo not drawn)	17%
O=C1NC(=O)C(=Cc2ccc(OCCOc3ccccc3)cc2)C(=O)N1	10%
Cc1c(Cl)cccc1NC(=S)NC(=O)c1cccs1	0%
COC(=O)c1cnn2c(C(F)(F)F)cc(-c3cc(OC)c(OC)c(OC)c3)nc12	3%
Cc1c(Cl)cccc1NC(=O)c1ccc([N+](=O)[O-])cc1Cl	8%
O=C(O)c1cc(C23CC4CC(CC(C4)C2)C3)nc2ccc(Br)cc12	2%
COc1cccc(CN2CCN(C(=O)C(c3ccccc3)c3ccccc3)CC2)c1OC	16%
Nc1nnc(-c2ccccc2-c2nnc(N)s2)s1	0%
Cc1cc(C)nc(NC(=O)c2cc(-c3ccc(C)s3)nc3ccccc23)c1	0%
C=CCN1C(=O)/C(=C\c2ccc(-c3cccc(Br)c3)o2)SC1=S	5%
O=C(CCc1ccccc1)Nc1cc(Cl)ccc1Cl	1%
O=C(Nc1ccccc1[N+](=O)[O-])c1ccc(Oc2ccc([N+](=O)[O-])cc2)cc1	9%

Continuation.
SMILES	RNase H inhibition
Cc1cc2nc(-c3ccc(C)c(NC(=O)c4ccccc4[N+](=O)[O-])c3)oc2cc1C	47%
COc1cc(CC(=O)O)c(C(C)=O)cc1OC	21%
C/C(=N\NC(=O)C(O)(c1ccccc1)c1ccccc1)c1ccc(Cl)s1	17%
CCCCOc1ccc(NC(=O)CSCC(=O)Nc2ccc3ccccc3c2)cc1	11%
COc1ccc(C(=O)c2ccc(OC)cc2)cc1	5%
COC(=O)C1=C(O)/C(=C\c2ccc(CNC(=O)C(=O)Nc3ccc(C)cc3)o2)N=C1C	7%
COc1ccccc1NC(=O)C1=C(C)NC(=S)NC1c1ccccc1Br (stereo not drawn)	4%
CCCCCCCCOc1ccc(/C=C(\C#N)c2nc(-c3cc4ccccc4oc3=O)cs2)cc1	0%
COc1ccc(OCC(=O)N2c3ccc(C)cc3-c3c(ssc3=S)C2(C)C)cc1	16%
COc1ccc(/C=C/C(=O)Nc2cc(C(F)(F)F)ccc2Cl)cc1	8%

The list goes on (2 carried over from the part before).
SMILES	RNase H inhibition
COc1ccc(OCC(=O)N2c3ccc(C)cc3-c3c(ssc3=S)C2(C)C)cc1	16%
COc1ccc(/C=C/C(=O)Nc2cc(C(F)(F)F)ccc2Cl)cc1	8%
C=CC(=O)NC(NC(=O)C=C)c1ccc(F)cc1	8%
NC(=O)c1cccc(N=Cc2cccc(Cl)c2)c1	2%
CCC(Nc1ccc(Br)cc1)C(=O)N/N=C/c1ccc(Cl)cc1Cl (stereo not drawn)	0%
COc1cc(C(=O)NC(=S)Nc2cccc([N+](=O)[O-])c2)cc(OC)c1OC	9%
COc1cc(OC)cc(C(=O)Nc2cc3nn(-c4ccc(C)cc4)nc3cc2C)c1	17%
CCOc1ccccc1N=Cc1c(O)n(C)c(=O)n(C)c1=O	0%
CCOC(=O)c1c(NC(=O)CCN2CCN(C)CC2)sc2c1CCCC2	15%
COCP(=O)(c1ccccc1)c1ccccc1	3%
Cc1cccc(NS(=O)(=O)c2cccc([N+](=O)[O-])c2)c1	9%
O=C(CC(=O)Nc1nc(C23CC4CC(CC(C4)C2)C3)cs1)NCc1ccccc1	7%
Cc1cc(NC(=O)c2ccc([N+](=O)[O-])cc2)ccc1-c1cc2ccccc2oc1=O	6%
O=C(c1ccc(F)cc1)N1CCc2ccccc21	7%
CC(C)Oc1ccc(/C=C2\C(=O)NC(=S)N(c3ccc(Br)cc3)C2=O)cc1	12%
O=C(O)CCC(=O)NNc1nc(-c2ccccc2)c2cc(Cl)ccc2n1	6%
CCCC(=O)CSc1[nH]c(=O)cc(C)c1C#N	0%
C/C(CCc1ccccc1)=N\NC(=O)CN(Cc1ccco1)S(=O)(=O)c1ccccc1	27%
O=C(NN=C1CCCC1)c1ccccc1Cl	0%
Cc1ccccc1OCC(=O)Nc1ccccc1CO	0%
C/C(=N/NC(=O)C(=O)N/N=C(/C)c1ccccc1)c1ccccc1	9%
CC(C)(C)c1ccccc1OCCCCCN1CCOCC1	7%
O=C1c2cccc3cccc(c23)C(=O)N1c1ccc(Br)cn1	14%
O=C(Nc1ccc(F)cc1F)c1cccc([N+](=O)[O-])c1	5%
Cc1nccn1-c1c([N+](=O)[O-])c(=O)n(C)c2ccccc12	5%
COc1ccc(S(=O)(=O)Oc2ccc(C=C3C(=O)NC(=O)NC3=O)cc2OC)cc1	3%
COc1ccc(CCNC(=O)C(=O)NCCc2ccccc2)cc1	2%
CCCOc1ccc(C2C(C(=O)OC(C)C)=C(C)NC3=C2C(=O)CC(c2ccc(Cl)cc2)C3)cc1OC (stereo not drawn)	4%
O=C1C(=O)N(c2cccc([N+](=O)[O-])c2)C(c2ccccc2Cl)/C1=C(/O)c1ccccc1 (stereo not drawn)	3%
CCOC(=O)C1=C(C)N=c2s/c(=C\c3ccc(OCc4cccc5ccccc45)cc3)c(=O)n2C1c1ccc(C)cc1 (stereo not drawn)	17%
Cc1c(C(=O)N2CCCCC2)sc(NC(=O)Cc2ccccc2)c1C#N	9%
CCOC(=O)C1=C(C)N=c2s/c(=C\c3cc(C)n(-c4ccc(Cl)cc4)c3C)c(=O)n2C1c1ccccc1 (stereo not drawn)	9%
CCOc1cc(C=O)cc(Cl)c1OCc1ccccc1F	32%
CCSCCOC(=O)C1=C(C)NC(=O)NC1c1cccc(Cl)c1 (stereo not drawn)	10%
CC(C)COc1ccc(C(=O)Nc2ccc([N+](=O)[O-])cc2Cl)cc1	4%
Cc1ccc(OCCSc2nc3ccccc3s2)cc1	3%
COc1cccc(/C=N/Nc2nc(C)cc(=O)[nH]2)c1O	14%
CCCCNC(=O)CCC(=O)NN(C)C	0%
COc1ccc(Cl)cc1NC(=O)c1cc(-c2cccs2)nc2ccccc12	10%
CC(=O)C1=C(C)OC(N)=C(C#N)C1c1ccccc1[N+](=O)[O-] (stereo not drawn)	0%
O=C(CSc1nc2sc3c(c2c(=O)[nH]1)CCCC3)NCCN1CCOCC1	0%
O=c1/c(=C/c2ccc(C(F)(F)F)cc2)sc2nc3ccccc3n12	5%
O=C(Nc1ccc(F)cc1)c1ccccc1CCc1ccccc1	8%
COc1cc(-c2nnc(SCc3ccc([N+](=O)[O-])cc3)n2-c2ccccc2)cc(OC)c1OC	22%
COc1ccc(OC)c(NC(=O)CN(c2cccc([N+](=O)[O-])c2)S(=O)(=O)c2ccccc2)c1	7%
CCOc1ccc(OCC)c(S(=O)(=O)NCCCN2CCOCC2)c1	6%
CC1=NN(c2ccc(C(=O)O)cc2)C(=O)/C1=C\c1cccc([N+](=O)[O-])c1	2%
Cn1c(=O)n(C)c2cc3[nH]c(C(F)(F)F)nc3cc21	0%
COc1ccc(S(=O)(=O)Nc2ccc(F)cc2F)cc1	5%
CCN(Cn1c2ccccc2c2ccccc21)c1ccccc1	15%
CCOc1ccccc1N1CCN(Cc2cc(Br)cs2)CC1	0%
Cc1ccc(C2OC3(C(=O)c4ccccc4C3=O)C3C(=O)N(c4ccc(F)c(Cl)c4)C(=O)C23)cc1 (stereo not drawn)	7%
C=CCN1C(=O)/C(=C/c2ccc(Cl)cc2)C(=O)NC1=S	10%
O=C(NCc1ccc(Cl)cc1Cl)C(=O)N/N=C/c1ccccc1F	11%

Source: PubChem BioAssay (MTDP)
